DAGLB inh = blocks human DAGLB lipase activity; Q8NCG7; HEK293T DAGLB membrane lysate, EnzChek fluorogenic substrate; inhibition, % at 5.17 µM; actives 0.059% (n = 340,000); AID 504411; in the data active = inhibition above about 34%;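 also: 0% = enzyme with vehicle and 100% = wells lacking enzyme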
Target sequence (Q8NCG7 whole entry, looked up): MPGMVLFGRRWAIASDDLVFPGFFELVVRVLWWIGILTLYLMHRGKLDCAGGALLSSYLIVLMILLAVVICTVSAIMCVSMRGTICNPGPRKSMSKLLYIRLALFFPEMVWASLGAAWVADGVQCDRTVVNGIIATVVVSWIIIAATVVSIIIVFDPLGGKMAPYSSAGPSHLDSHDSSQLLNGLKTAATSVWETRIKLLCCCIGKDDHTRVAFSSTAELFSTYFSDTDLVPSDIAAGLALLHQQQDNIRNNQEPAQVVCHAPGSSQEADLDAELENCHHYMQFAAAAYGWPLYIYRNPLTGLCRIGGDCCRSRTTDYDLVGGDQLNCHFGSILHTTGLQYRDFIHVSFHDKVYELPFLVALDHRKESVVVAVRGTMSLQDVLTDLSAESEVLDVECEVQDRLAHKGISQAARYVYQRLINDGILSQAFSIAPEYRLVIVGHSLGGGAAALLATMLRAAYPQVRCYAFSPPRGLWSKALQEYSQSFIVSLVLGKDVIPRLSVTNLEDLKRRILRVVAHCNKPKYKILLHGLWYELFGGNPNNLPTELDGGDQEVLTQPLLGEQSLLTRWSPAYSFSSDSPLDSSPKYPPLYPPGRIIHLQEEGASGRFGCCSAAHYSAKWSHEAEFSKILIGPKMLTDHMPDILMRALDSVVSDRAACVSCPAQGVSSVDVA
SR-BI DiI-HDL act = enhances SR-BI lipid uptake from DiI-HDL. CHO ldlA[mSR-BI] cells, DiI-HDL uptake fluorescence, 3 h; 100 = double the neutral-control signal. activation, % at 12.5 µM. actives 0.096% (n = 320,000). AID 504775;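 active = mean replicate activation of at least 60% and every replicate at or above 60%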;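 also: 0% = median plate neutral-control signal and 100% = twice that signal; values of inactives mirror those of a sister screen read the other way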
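Material: SR-BI-overexpressing, LDLR-lacking CHO cells | Dosing: Single compound concentration, delivered by pin transfer | Probe or stimulus: Labelled HDL, 10 µg/mL | Signal: Bottom-read cell fluorescence after medium removal, ex 550/em 595 nm | Schedule: 3 h, 37 °C | Evaluation: HDL uptake via cellular fluorescence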
cardiac RTF act = cardiac RTF calcium sensitization; actives 0.24% (n = 340,000); IANBD-labeled TnC RTF fluorescence at EC20 calcium; 0% EC20 calcium, 100% full calcium; activation, % at 7.2 µM; P19429+P45379; AID 493008;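 active = activation above the mean over all tested compounds plus 3 SD, cut at about 30% in these data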;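 also: rise in fluorescence read as greater calcium sensitivity of cardiac thin filaments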
Cardiac RTF inh = cardiac RTF calcium desensitization. P19429+P45379. IANBD-labeled cardiac RTF, Ca2+ fluorescence. inhibition, % at 7.15 µM. actives 0.12% (n = 340,000). AID 493244;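 active = inhibition above the mean inhibition of all tested compounds plus 3 SD, cut at about 17% in these data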;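 also: assay run at fixed EC70 calcium of 1.6 mM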
PKA-R2B act = activates the human PKA-R2B holoenzyme complex; P22694+P31323; PKA-R2B holoenzyme dissociation, Cy5-IP20 fluorescence polarization; R2B truncated from residue 108, S112A mutant; 0% DMSO only, 100% 113 µM cGMP; activation, % at 11.4 µM; actives 0.079% (n = 340,000);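 active = activation above a cutoff set at the mean over all compounds plus 3 SD, cut at about 18% in these data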;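 also: higher means more holoenzyme dissociation and a rise in polarization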
Target sequence (P31323 whole entry, looked up, other chains not shown, the tested form may be a part): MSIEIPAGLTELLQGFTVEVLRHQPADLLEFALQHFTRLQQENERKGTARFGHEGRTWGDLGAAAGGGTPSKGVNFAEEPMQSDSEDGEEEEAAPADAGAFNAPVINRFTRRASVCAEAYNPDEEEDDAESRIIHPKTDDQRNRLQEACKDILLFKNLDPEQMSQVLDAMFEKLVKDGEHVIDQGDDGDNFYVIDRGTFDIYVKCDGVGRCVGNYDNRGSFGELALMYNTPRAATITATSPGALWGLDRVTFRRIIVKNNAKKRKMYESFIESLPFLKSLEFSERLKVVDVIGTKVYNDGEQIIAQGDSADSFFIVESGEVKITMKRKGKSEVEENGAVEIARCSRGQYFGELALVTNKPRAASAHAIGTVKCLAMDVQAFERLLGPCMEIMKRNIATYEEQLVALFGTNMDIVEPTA
CAL PDZ FP-1 = CAL PDZ (human) peptide binding inhibition; AID 602252; purified CAL PDZ, TMR-peptide fluorescence polarization, 1 h; actives 0.92% (n = 300,000); Q9HD26; inhibition, % at 24.9 µM;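 active = mean inhibition of at least 30% with at least half of replicates also reaching 30%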;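 also: 0% = DMSO neutral control and 100% = excess unlabeled competitor peptide PRC23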
CAL PDZ FP-2 = human CAL PDZ-peptide interaction inhibition. Q9HD26. purified CAL PDZ, TMR-peptide fluorescence polarization, 1 h. inhibition, % at 20 µM. actives 0.02% (n = 330,000). AID 504414;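 active = highest replicate inhibition of at least 40%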;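 also: plate controls were DMSO neutral control wells for no effect and unlabeled competitor peptide control wells for full effect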
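Control set: unlabelled peptide and DMSO controls / Material: purified CerCALP PDZ construct / Timing: 1 h incubation at room temperature before polarization reading / Doses: 20 µM, one dose / Detection: fluorescence polarization (mP)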
Keap1-Nrf2 PPI = Keap1-Nrf2 (human) interaction inhibition | actives 0.15% (n = 340,000) | AID 504523 | Q14145 | Keap1 Kelch-Nrf2 peptide fluorescence polarization, 1536-well | inhibition, % at 9.4 µM; in the data active = inhibition above about 12%;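 also: human Keap1 Kelch domain with fluorescein labeled Nrf2 9mer peptide probe; 0% = neutral control wells and 100% = peptide positive control; higher means more block of Keap1 binding to Nrf2 peptide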
C-LANA FP = blocks KSHV LANA C-terminal domain binding to DNA; MBP-C-LANA/FAM-LBS DNA binding, fluorescence polarization; inhibition, % at 9 µM; actives 0.078% (n = 340,000);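 active = highest replicate inhibition at or above 60% at 9 µM, even if other replicates fall short; inactive = all replicates below 60% inhibition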;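 also: 0% = neutral control wells and 100% = 4 µM acridine orange control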
Rtt109 Vps75 = blocks Candida albicans Rtt109/Vps75 acetyltransferase activity; Q5AAJ8; purified Rtt109/Vps75, ThioGlo CoA-SH fluorescence, 4 h; inhibition, % at 34.9 µM; actives 0.16% (n = 330,000);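 active = inhibition of at least 50% in every replicate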
Starred values were filed as active, the others as inactive; . = not tested or not shown.

Sample of the layout, two compounds:
SMILES	DAGLB inh	SR-BI DiI-HDL act	cardiac RTF act	Cardiac RTF inh	PKA-R2B act	CAL PDZ FP-1	CAL PDZ FP-2	Keap1-Nrf2 PPI	C-LANA FP	Rtt109 Vps75
Cn1c2ccccc2c(=O)c2ccc(C#Cc3ccc(N)cc3)cc21	7.3	-53.0	8.9	-23.9	-6.7	-2.5	0.9	-6.4	0.0	-5.4
CCCCNc1c(-c2ccc(-c3ccc(C(C)=O)cc3)c(OC)c2)nc2cnccn12	3.9	-73.5	3.6	-8.1	-12.3	-1.8	-0.6	-6.9	2.4	-3.0

The listing, from the start:
SMILES	DAGLB inh	SR-BI DiI-HDL act	cardiac RTF act	Cardiac RTF inh	PKA-R2B act	CAL PDZ FP-1	CAL PDZ FP-2	Keap1-Nrf2 PPI	C-LANA FP	Rtt109 Vps75
Cn1c2ccccc2c(=O)c2ccc(C#Cc3ccc(N)cc3)cc21	7.3	-53.0	8.9	-23.9	-6.7	-2.5	0.9	-6.4	0.0	-5.4
CCCCNc1c(-c2ccc(-c3ccc(C(C)=O)cc3)c(OC)c2)nc2cnccn12	3.9	-73.5	3.6	-8.1	-12.3	-1.8	-0.6	-6.9	2.4	-3.0
CCOc1ccc(NS(=O)(=O)c2ccc(C(=O)NCc3cccnc3)cc2)cc1	2.8	28.8	-7.8	-8.3	1.4	-5.4	-2.7	0.0	0.5	-1.6
COc1ccc(CNC(=O)c2ccc(CS(=O)c3ccccc3)o2)cc1 (stereo unspecified)	0.3	18.8	2.3	-3.4	0.1	-3.7	-2.2	-5.2	-2.5	-6.0
Cc1cc(NC(=O)c2cc(C(C)C)on2)no1	-0.1	-14.7	6.2	0.0	-6.1	21.7	.	4.5	1.2	3.6
Cc1ccc(-n2nc(C)c(NC(=O)CCl)c2C)cc1	2.5	.	8.3	-1.6	4.9	-7.0	1.0	-3.0	-0.4	-1.5
Cc1nn2c(N)c(-c3ccccc3)cnc2c1-c1ccccc1	-2.0	-22.1	1.1	-5.8	10.7	-2.1	-0.4	0.1	-0.2	-1.3
Cc1ccc(S(=O)(=O)N2CCN(Cc3ccsc3)CC2)cc1	-1.0	-3.9	-0.9	0.5	-5.8	0.4	-0.4	2.9	1.2	-6.5
CCNCc1nc2cc(Cl)ccc2c(=O)[nH]1	-7.2	-2.8	3.4	0.0	-5.8	6.6	0.4	-3.8	3.0	9.1
O=C(CCN1C(=O)c2cccc3cccc(c23)C1=O)Nc1ccon1	0.3	-39.2	-5.0	-4.8	-8.4	1.1	0.3	-1.2	-0.8	-1.2
O=C(NCCO)c1ccc(-c2nnc(Nc3ccc(O)cc3)c3ccccc23)cc1	1.4	-16.2	0.7	-3.9	6.1	0.0	-0.4	-1.5	2.2	-1.0
O=C(C[n+]1ccccc1)N/N=C/c1cc(Br)ccc1F	2.5	32.1	-1.9	2.0	-8.5	-3.5	0.0	-0.1	-0.2	1.6
CCOc1ccc(NS(=O)(=O)c2cc(C(=O)NCC3CCCO3)ccc2Cl)cc1 (stereo unspecified)	-0.7	14.9	-8.4	5.5	-12.3	-4.6	-1.4	0.0	1.4	5.0
CCCC[n+]1c(C)sc2ccc(C)cc21	1.1	7.2	9.2	-6.5	-7.1	-1.9	-4.4	-8.8	2.2	3.6
COc1ccc(COC(=O)CN2C(=O)NC3(CC(C)CC(C)(C)C3)C2=O)cc1F (stereo unspecified)	-0.6	9.7	-7.9	-6.3	-0.1	.	-0.1	0.3	0.1	0.8
Cc1cc(C)c(S(=O)(=O)N2CCN(C(=O)c3cc(=O)[nH]c4ccccc34)CC2)c(C)c1	0.9	15.3	-6.0	-9.5	-11.3	-1.2	-0.8	1.3	1.4	11.4
COc1ccc(-c2csc3ncn(CC(=O)N4CCOCC4)c(=O)c23)cc1	1.3	-18.3	0.2	0.3	-11.8	-1.5	-1.5	-0.5	0.5	2.6
CCOC(=O)C1CCN(C(=O)COc2cc(C)c(Br)cc2C)CC1	-13.9	-23.6	4.3	-1.8	-0.6	-2.2	.	-3.8	-1.2	0.4
COc1cccc(N=C2SC(C(=O)Nc3ccc(F)cc3)CC(=O)N2C)c1 (stereo unspecified)	-11.3	-32.9	-5.5	-9.5	8.0	5.6	-0.2	3.9	-0.9	1.1
Cn1nc(C(=O)NCC(=O)Nc2ccc(F)c(F)c2F)c2ccccc2c1=O	1.5	1.0	-0.5	-0.9	1.1	.	-1.1	2.5	0.4	4.7
O=C(O)CC(Cc1ccccc1)(C(=O)O)c1ccccc1 (stereo unspecified)	-0.9	15.7	11.2	-4.2	-6.3	.	-1.3	2.5	-0.1	-7.6
COc1ccc(N(CC(=O)O)S(C)(=O)=O)cc1OC	-0.9	1.8	-6.3	-4.3	0.4	-2.8	-2.8	1.0	-1.1	34.8
CCc1cccc(NS(=O)(=O)c2c(C)nc3sc(CC)nn3c2=O)c1	2.6	11.3	-2.7	-9.3	3.1	.	-0.5	-2.4	-0.8	-3.8
CCOc1ccc(NC(=O)C2CCCN(S(C)(=O)=O)C2)cc1 (stereo unspecified)	-0.3	-6.8	1.8	3.2	-12.7	-1.4	0.0	-4.2	.	20.3
CCOC(=O)N1CCN(S(=O)(=O)c2ccc(Br)cc2)CC1	1.4	.	2.6	-13.7	-2.8	-4.2	-0.6	-3.3	0.5	-3.9

Profiles from above.
Shown for Cc1ccc(S(=O)(=O)N2CCN(Cc3ccsc3)CC2)cc1 : DAGLB inh = -1.0; SR-BI DiI-HDL act = -3.9; cardiac RTF act = -0.9; Cardiac RTF inh = 0.5; PKA-R2B act = -5.8; CAL PDZ FP-1 = 0.4; CAL PDZ FP-2 = -0.4; Keap1-Nrf2 PPI = 2.9; C-LANA FP = 1.2; Rtt109 Vps75 = -6.5
Shown for COc1ccc(N(CC(=O)O)S(C)(=O)=O)cc1OC : DAGLB inh = -0.9; SR-BI DiI-HDL act = 1.8; cardiac RTF act = -6.3; Cardiac RTF inh = -4.3; PKA-R2B act = 0.4; CAL PDZ FP-1 = -2.8; CAL PDZ FP-2 = -2.8; Keap1-Nrf2 PPI = 1.0; C-LANA FP = -1.1; Rtt109 Vps75 = 34.8

The listing continues:
SMILES	DAGLB inh	SR-BI DiI-HDL act	cardiac RTF act	Cardiac RTF inh	PKA-R2B act	CAL PDZ FP-1	CAL PDZ FP-2	Keap1-Nrf2 PPI	C-LANA FP	Rtt109 Vps75
Cc1cc(C)n(CC(C)NC(=O)c2cc(COc3c(F)cccc3F)on2)n1 (stereo unspecified)	-14.7	.	6.6	-9.6	2.5	1.5	-0.3	0.7	-1.2	0.1
O=C(CSc1ncn(-c2ccccc2)n1)Nc1nc2c(s1)CCCC2	-1.9	11.2	1.6	-5.5	-6.1	.	-0.7	-0.8	0.7	20.3
COc1ccc2cc(C(=O)C3CCCN(C(=O)c4cnccn4)C3)ccc2c1 (stereo unspecified)	-2.0	.	-5.5	4.3	-1.2	-3.2	-0.7	2.1	0.1	-4.9
C/C(=N\Nc1nc(Cl)c(Cl)cc1Cl)c1ccc(S(=O)(=O)NCc2ccco2)cc1	-1.6	-58.4	5.5	-0.1	0.7	0.1	-3.1	-8.0	-1.1	6.4
CCOc1ccc(C(=O)Nc2ccccc2N2CCOCC2)cc1	-8.6	-53.8	1.7	0.7	-6.7	-4.9	-0.1	0.4	0.3	4.7
Nc1nc(NCc2ccccc2)nc(-c2ccccc2)n1	-1.0	-1.1	5.0	6.9	-5.5	-2.5	-2.5	-3.2	0.7	4.0
O=C(CCC(=O)c1cccs1)OCC(=O)c1ccc(Cl)s1	-4.5	-11.7	-8.2	0.2	5.3	-2.0	-0.4	-2.6	2.2	-8.2
CN1N=C(C(C)(C)C)CSC1=Nc1ccc(F)cc1	-12.8	14.6	9.6	3.1	-1.4	-1.8	-0.1	-4.9	0.3	3.9
CCc1ccccc1NC(=O)c1cc(C2CC2)on1	-3.1	-16.8	2.9	-7.3	6.1	.	0.2	0.2	1.1	1.2
O=C(Oc1ccccc1N1CCOCC1)c1ccccc1	-2.5	-3.0	4.3	-6.6	3.3	-1.3	1.4	-3.5	0.4	5.1
Cc1ccc(NC(=O)C2CCCN(S(=O)(=O)c3c(C)noc3C)C2)nc1 (stereo unspecified)	0.3	-23.1	-3.4	7.1	-13.4	-4.0	.	4.2	1.7	-0.1
CCCc1cc(-n2cnc3ccccc32)n2c(nc3ccccc32)c1C#N	0.5	-25.6	5.3	-7.3	-2.8	-3.8	-0.1	-7.2	2.7	-11.7
CCN(CC)CCN(C(=O)c1ccc(C(=O)c2ccccc2)cc1)c1nc2c(OC)cccc2s1	-1.0	-45.8	-4.9	3.9	3.4	-2.0	9.7	-3.5	-1.1	14.1
O=C(Nc1cccc2ccccc12)c1ccccc1NS(=O)(=O)c1cccc2cccnc12	-0.8	1.8	-3.5	-17.6	-1.0	-3.8	-1.4	-4.8	1.4	-23.5
COc1ccc(OC(=O)c2cc3cc(Cl)ccc3oc2=O)cc1	0.5	19.9	4.8	-2.3	-5.5	8.4	-0.5	-4.3	0.4	-1.8
S=c1[nH]nc(-c2ccn[nH]2)n1-c1ccccc1Cl	0.3	13.7	-2.2	-0.4	1.1	-3.2	-0.5	-4.4	-0.4	-8.5
C=CCN1C(=O)c2ccc(C(=O)OCC(=O)N(CC)C3CCS(=O)(=O)C3)cc2C1=O (stereo unspecified)	-4.8	7.2	-3.9	-10.3	2.0	.	0.1	-1.1	0.7	9.3
O=C(O)Cc1ccc(NS(=O)(=O)c2c(Cl)cccc2Cl)cc1	-0.5	-6.8	3.8	-8.6	-11.7	0.3	-1.1	0.0	-1.0	3.6
CC1CCCC(C)N1/N=C/c1cccc([N+](=O)[O-])c1 (stereo unspecified)	-4.3	-17.6	3.0	-0.8	5.5	-1.9	0.7	5.0	0.2	-0.1
Cc1ccc(S(=O)(=O)N(C)C)cc1NC(=O)CCc1c[nH]c2ccccc12	2.3	-46.2	1.9	-0.4	0.3	.	-1.5	-0.7	-1.0	2.5

Given in markdown: entries from further up.
| SMILES | DAGLB inh | SR-BI DiI-HDL act | cardiac RTF act | Cardiac RTF inh | PKA-R2B act | CAL PDZ FP-1 | CAL PDZ FP-2 | Keap1-Nrf2 PPI | C-LANA FP | Rtt109 Vps75 |
| --- | --- | --- | --- | --- | --- | --- | --- | --- | --- | --- |
| COc1ccc(OC(=O)c2cc3cc(Cl)ccc3oc2=O)cc1 | 0.5 | 19.9 | 4.8 | -2.3 | -5.5 | 8.4 | -0.5 | -4.3 | 0.4 | -1.8 |
| S=c1[nH]nc(-c2ccn[nH]2)n1-c1ccccc1Cl | 0.3 | 13.7 | -2.2 | -0.4 | 1.1 | -3.2 | -0.5 | -4.4 | -0.4 | -8.5 |
